Hsp70 inhibitors = Hsp70 inhibitors, probe displacement, primary screen, biochemical, fluorescence polarization (AID 583); 140,000 compounds, 0.06% hits; one-dose displacement, % at 20 µM; IC50 in µM for titrated hits; Hsp70 fluorescence polarization probe displacement, mP; higher % means a stronger effect; in the data active = displacement above about 50%;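 also: plate controls were vehicle for no effect and reference ligand for full effect; a part of the inactive calls stands beside numbers as strong as those of hits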
MKP-3 inhibition = MKP-3 phosphatase inhibitors, primary screen, biochemical, rat enzyme, in vitro (AID 425); Dual specificity protein phosphatase 6 (Rattus norvegicus); one-dose inhibition, % at 20 µM; IC50 in µM for titrated hits; recombinant MKP-3 phosphatase activity, fluorescence; higher % means a stronger effect; 110,000 compounds, 0.17% hits; in the data active = inhibition above about 50%;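 also: plate controls were vehicle for no effect and reference inhibitor for full effect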
Numbers without * were called inactive; x = not tested or not shown; & = joins results of further samples. The list is partial; count on the stated rates, not on these rows.

Sequence of screens: Hsp70 inhibitors	MKP-3 inhibition
- Oc1ccccc1-c1cc(C(F)(F)C(F)F)nc(-c2ccccc2)n1
 : 4.0%	-12%
- C/C=C/C=[N+](\[O-])C(C)/C(=N/O)c1ccc(F)cc1 (centres undefined)
 : 0.2%	-4%
- Cc1ccc(N2CCN(C(=O)N3CCCC3)CC2)cc1Cl
 : -7.0%	-10%
- COc1cc2c(cc1OC)C(CC#N)=NC(C)(C)C2
 : -4.1%	x
- CCc1ccc(NC(=O)COc2ccc(Br)cc2)cc1
 : 3.3%	4%
- CCCS(=O)(=O)N1CCCC(c2nc(-c3ccc(OC)cc3)no2)C1 (centres undefined)
 : 2.3%	x
- O=C(NCCN1CCc2ccccc2C1)Nc1ccc(F)cc1
 : -1.5%	11%
- Cc1ccc2nc(NC(=S)NC(=O)c3ccc(Cl)cc3)sc2c1
 : -1.8%	0%
- COc1ccccc1/C=N/NC(=O)c1cc(C23CC4CC(CC(C4)C2)C3)[nH]n1
 : -1.6%	2%
- CC(=O)N=C1SC2CS(=O)(=O)CC2N1c1ccccc1Cl (centres undefined)
 : 1.8%	-3%
- CCS(=O)(=O)N1CCC(C(=O)NCc2ccc(F)cc2Cl)CC1
 : -0.6%	2%
- O=C(C1CC(c2ccccc2O)=NO1)N1CCCC1 (centres undefined)
 : -2.1%	-7%
- O=C(O)CCCCCCCCCC(=O)c1cccs1
 : 2.6%	x
- COc1ccc(OC)c(NC(=O)C2CCCN(S(=O)(=O)c3cccc4nonc34)C2)c1 (centres undefined)
 : 4.4%	x
- COc1ccc(C2CC(=O)C3=C(C2)Nc2ncnn2C3c2ccccc2C)c(OC)c1 (centres undefined)
 : -1.9%	-4%
- NC1=NC(c2ccc(F)cc2)n2c(nc3ccccc32)N1 (centres undefined)
 : 2.4%	-11%
- COc1ccc(CN2CCN(C3CCCC3)CC2)cc1OCc1ccccc1
 : 5.3%	2%
- O=C(Cn1c(=O)oc2cc(S(=O)(=O)N3CCCC3)ccc21)NC1CCCc2ccccc21 (centres undefined)
 : -2.5%	13%
- Cc1cccc(Nc2ccc3noc4c3c2C(=O)c2ccccc2-4)c1
 : 3.1%	9%
- CCOc1ccc(NC(=S)NC(NC(=O)c2ccccc2Br)C(Cl)(Cl)Cl)cc1 (centres undefined)
 : 6.9%	4%
- CC(=O)NS(=O)(=O)c1ccc(NC(=O)C2CCCCC2)cc1
 : -0.4%	-1%
- Cc1oc(-c2ccc(Cl)cc2)nc1CN1CCC(C(=O)NCc2ccco2)CC1
 : 7.9%	-11%
- COC(=O)[C@H](Cc1ccccc1)NC(=O)N1CCN(Cc2ccccc2)CC1
 : -3.1%	0%
- COc1ccc(C2C(C(C)=O)=C(O)C(=O)N2c2nccs2)cc1OC (centres undefined)
 : -0.5%	-6%
- COCCNC(=O)C1c2ccccc2C(=O)N(CCOC)C1c1ccc(F)cc1 (centres undefined)
 : -3.7%	0%
- CC(=O)Nc1ccc(N2CCOCC2)cc1
 : 0.7%	3%
- COc1cc(C=Nc2ccc(-c3ccc(N=Cc4ccc(OC(C)=O)c(OC)c4)c(C)c3)cc2C)ccc1OC(C)=O
 : -0.8%	-2%
- COc1cc(OC)cc(C(=O)N2c3ccc(F)cc3CCC2C)c1 (centres undefined)
 : 2.7%	4%
- Cc1ccc(C)c(NC(=O)CSc2nnc(-c3ccco3)o2)c1
 : -2.8%	-4%
- CCOC(=O)C(CCOc1cc(C)cc(C)c1C)C(=O)OCC
 : 0.3%	4%
- COc1cc(Br)c(CC(=O)O)cc1OC
 : -2.3%	-11%
- COc1ccc(CN2C(=O)c3cccnc3C2Nc2ccc(OC)c(Cl)c2)cc1 (centres undefined)
 : 2.1%	12%
- COC(=O)C1=C(C)N(C)C(=O)NC1c1ccc(C)cc1 (centres undefined)
 : 0.1%	-1%
- COC(=O)C1C(=O)C2=C(CC1C)NC(C)=C(C(=O)OC1CCCCC1)C2c1ccc(N(C)C)cc1 (centres undefined)
 : -6.7%	8%
- Cc1ccc(-c2cc3nc(C)c(Cc4ccccc4)c(=O)n3[nH]2)cc1
 : 0.5%	2%
- CC(C)NC(=O)C1CC(=O)N(C(C)c2ccccc2)C1 (centres undefined)
 : 0.1%	x
- CC1(C)CC(=O)c2c(Cc3ccccc3)n[nH]c2C1
 : 5.2%	8%
- CCCOc1ccc(C(=S)N2CCN(c3cccc(Cl)c3)CC2)cc1
 : -1.3%	-3%
- Cc1cc(NC(=O)c2cccc(F)c2)no1
 : 0.2%	x
- O=C(COc1ccccc1Cl)Nc1ccc(Cl)cn1
 : -1.7%	2%

One compound at a time, as listed above. Screens in order: Hsp70 inhibitors	MKP-3 inhibition
Record of `COc1cc(C=Nc2ccc(-c3ccc(N=Cc4ccc(OC(C)=O)c(OC)c4)c(C)c3)cc2C)ccc1OC(C)=O` : -0.8%	-2%
Record of `Cc1oc(-c2ccc(Cl)cc2)nc1CN1CCC(C(=O)NCc2ccco2)CC1` : 7.9%	-11%
Record of `COCCNC(=O)C1c2ccccc2C(=O)N(CCOC)C1c1ccc(F)cc1` (centres undefined) : -3.7%	0%
Record of `COC(=O)[C@H](Cc1ccccc1)NC(=O)N1CCN(Cc2ccccc2)CC1` : -3.1%	0%
Record of `O=C(COc1ccccc1Cl)Nc1ccc(Cl)cn1` : -1.7%	2%

Continuation.
Sequence of screens: Hsp70 inhibitors	MKP-3 inhibition
- NC(=O)C1(N2CCCCC2)CCN(C(=O)CSc2nc3ccccc3o2)CC1
 : -1.0%	x
- COc1ccc(OCC(=O)Nc2ccc(F)c(Cl)c2)cc1
 : 0.2%	3%
- Cc1ccccc1OCC(O)Cn1c(=N)n(CCN2CCOCC2)c2ccccc21 (centres undefined)
 : 2.9%	x
- O=C(NC(=S)Nc1ccc2oc(-c3ccc(Cl)cc3)nc2c1)c1ccccc1
 : 0.3%	3%
- CCc1c(C)nc2ccccc2c1SCC(=O)O
 : -0.9%	2%
- CCOc1ccccc1NC(=O)C(=O)NCCC1=CCCCC1
 : 2.1%	1%
- O=C(NC(=S)Nc1ccc(Br)cn1)c1ccc(Cl)cc1
 : 0.7%	1%
- O=c1c2ccccc2nnn1CSc1ccc2c(c1)OCCO2
 : 9.0%	x
- CC1CC(C)CN(CC(=O)N2CCCc3c2c(=O)oc2ccc(OCc4ccccc4)cc32)C1 (centres undefined)
 : -1.4%	x
- COc1ccc(Cl)cc1C(=O)Nc1ccc(Nc2ccccc2)cc1
 : x	3%
- COc1cc2c(cc1NS(=O)(=O)c1ccc([N+](=O)[O-])cc1)oc1ccccc12
 : 6.6%	2%
- O=C(Cc1cccs1)NCCn1ccc2ccccc21
 : 2.9%	-6%
- Cn1c(=O)c2c(ncn2CC(=O)Nc2ccc(Cl)cc2Cl)n(C)c1=O
 : 0.6%	1%
- O=C(NCc1cccs1)C1CCN(S(=O)(=O)c2cccc3nsnc23)CC1
 : -0.7%	-18%
- COCCn1c(SCC(=O)c2ccc3c(c2)OCCO3)nnc1-c1ccoc1C
 : -2.2%	-3%
- O=C(Nc1ccc(-n2cnnn2)cc1)C1CCCN1C(=O)NC1CCCCC1 (centres undefined)
 : -0.5%	-1%
- CCOC(=O)CSc1nc2c(c(=O)n(C)c(=O)n2C)n1CCCc1ccccc1
 : -4.8%	-3%
- COCCOC(=O)C1=C(C)NC2=C(C(=O)CC(C)(C)C2)C1c1ccc2c(c1)OCO2 (centres undefined)
 : -2.1%	-6%
- CCN(CC)CCCOc1ccccc1[N+](=O)[O-]
 : 5.3%	2%
- COc1nc2c(C)cccc2cc1-c1noc(-c2ccncc2)n1
 : -1.1%	3%
- CCCCCNC(=O)Cc1ccc(OC)cc1
 : -2.4%	-2%
- COc1ccc(C(=O)Nc2ccc(S(=O)(=O)NC(C)=O)cc2)cc1
 : 6.0%&7.5%	-3%&0%
- O=C1C=CC(=NS(=O)(=O)c2ccc(F)cc2)C=C1
 : 0.4%	7%
- O=C(N/N=C/c1ccc(O)cc1)c1cc2ccccc2cc1O
 : -0.5%	3%
- CCCCN(C(=O)CCC(=O)Nc1cc(C)on1)C(C(=O)NC(C)(C)C)c1cccc(OC)c1OC (centres undefined)
 : -2.6%	x
- COc1cc(/C=c2\sc3nc4ccccc4n3c2=O)cc(Br)c1OCc1ccccc1F
 : 2.8%	-3%
- CC(C)N(C(=O)c1ccc(C(N)=O)cc1)C(C)C
 : -0.2%	1%
- Cc1cc(NC(=O)/C=C/C(=O)O)ccc1NC(=O)c1cccs1
 : -0.7%	0%
- COC(=O)c1cc(COc2ccc3oc(C)c(C(=O)OC(C)C)c3c2)c(C)o1
 : 1.5%	x
- CCC(CC)C(=O)N1CCN(c2cccc(Cl)c2)CC1
 : 6.2%	2%
- Nn1cc(-c2ccccc2)nc1SCC(=O)N1CCN(S(=O)(=O)c2ccccc2)CC1
 : -0.5%	-9%
- O=C(Nc1ccc2c(c1)OCCO2)c1ccc2nccnc2c1
 : 0.6%	0%
- Cc1nc2sc(C(c3ccco3)N3CCN(C(c4ccccc4)c4ccccc4)CC3)c(O)n2n1 (centres undefined)
 : 1.5%	1%
- CCOc1cc(C)c(Cl)cc1S(=O)(=O)NCC1CCCO1 (centres undefined)
 : 3.9%	-11%
- COc1cc(/C=N/Nc2nonc2N)cc(OC)c1OC
 : 4.3%	0%
- CC(C)(C)c1cc(Br)ccc1OCC(=O)Nc1cccc([N+](=O)[O-])c1
 : -0.8%	3%
- Cc1cc(NC(=O)CSc2nc3ccccc3c(=O)n2C(C)c2ccccc2)no1 (centres undefined)
 : 4.7%	x
- CC1=NC(c2ccccc2)(c2ccccc2)c2ccccc2O1
 : -1.7%	-9%
- FC(F)Sc1nnc(-c2cccs2)n1-c1ccccc1
 : -2.2%	-10%
- Cc1ccc(C)c(-n2c(SCC(=O)NCC3CCCO3)nnc2-c2ccoc2C)c1 (centres undefined)
 : -3.4%	-11%

Reformatted: results already given.
> CCN(CC)CCCOc1ccccc1[N+](=O)[O-]
  Hsp70 inhibitors = 5.3%
  MKP-3 inhibition = 2%
> O=C1C=CC(=NS(=O)(=O)c2ccc(F)cc2)C=C1
  Hsp70 inhibitors = 0.4%
  MKP-3 inhibition = 7%
> NC(=O)C1(N2CCCCC2)CCN(C(=O)CSc2nc3ccccc3o2)CC1
  Hsp70 inhibitors = -1.0%
  MKP-3 inhibition = x

The list goes on:
Sequence of screens: Hsp70 inhibitors	MKP-3 inhibition
- CCOc1ccccc1N1CC(C(=O)Nc2nccs2)CC1=O (centres undefined)
 : 6.2%	-8%
- CCOc1ccc(CCNC(=O)C2CCN(c3ccc(N4CCOCC4)nn3)CC2)cc1OCC
 : 1.1%	-2%
- COc1ccc(N2CCn3c2nc2c3c(=O)n(CCc3ccccc3)c(=O)n2C)c(OC)c1
 : -1.0%	-12%
- O=C1OCC(CO)(CO)N=C1NNc1ccc([N+](=O)[O-])cc1
 : 6.3%	0%
- CCO/C(=N\S(=O)(=O)c1ccc(Br)cc1)c1ccccc1
 : -1.3%	-5%
- COc1cc(C2C(C(C)=O)=C(O)C(=O)N2CCN(C)C)ccc1O (centres undefined)
 : -0.8%&-0.9%	3%
- CCN(CC)C(=O)CSc1nc2cc(OC)c(OC)cc2c(=O)n1Cc1ccc(Cl)cc1
 : -6.0%	x
- CC(C)(C)c1ccc(OC(=O)c2ccc3nsnc3c2)cc1
 : -5.6%	x
- CCOc1ccc(C(=O)Nc2cccc(NC(=O)c3ccc(F)cc3)c2)cc1
 : 4.0%	-3%
- C=CCN1C(=O)C(Cc2ccc(F)cc2)S/C1=N/N=C/c1cccs1 (centres undefined)
 : 3.1%	x
- Cc1ccccc1OCCn1c(=O)oc2ccccc21
 : -0.5%	-4%
- Cn1c(SCc2nc3ccccc3[nH]2)nnc1-c1ccccn1
 : 0.2%	-3%
- CN(Cc1ccccc1)Cc1nc2c(c(=O)n(C)c(=O)n2C)n1CCCc1ccccc1
 : -5.9%	x
- O=CN(Cc1ccccc1)/N=C/c1ccc(Cl)cc1
 : 1.6%	0%
- COc1ccc(CCNC(=S)Nc2ccc(OC)cc2)cc1
 : -0.3%	4%
- O=C(CN(Cc1ccccc1)S(=O)(=O)c1ccccc1)NCc1ccncc1
 : -0.8%	4%
- NC(=O)C1CCN(C(=O)COc2ccccc2)CC1
 : -0.6%	1%
- O=C1c2ccccc2-c2nccnc21
 : -1.3%	-1%
- Cc1cc(C2CCC(c3ccc(NC(=O)c4cccs4)c(C)c3)CC2)ccc1NC(=O)c1cccs1 (centres undefined)
 : 0.1%	-1%
- CCC1CCCCN1C(=O)Nc1cccc(NC(=O)N2CCCCC2CC)c1 (centres undefined)
 : 10%	-6%
- Cc1csc(NC(=O)Nc2cccc(Cl)c2)n1
 : 2.9%	-4%
- CCC(C)Sc1nc2ccccc2c(=O)[nH]1 (centres undefined)
 : -4.4%	x
- Cc1ccc(C(=O)N2CCCc3ccccc32)cc1
 : -1.1%	-1%
- N#CC(C(=O)Nc1ccc(Cl)cc1)=C1Nc2ccccc2N1
 : -1.1%	1%
- COc1ccc(-n2c(C)cc(C=O)c2C)cc1Cl
 : -2.5%	x
- Cc1ccc(OCC(=O)N(C)CCc2ccccn2)cc1
 : -2.3%	-2%
- O=C(Nc1ccon1)c1ccc(S(=O)(=O)N2CCCCCC2)cc1
 : 1.4%	-3%
- Cc1noc(C)c1C(=O)OCC(=O)c1c(N)n(CC(C)C)c(=O)n(C)c1=O
 : -3.6%	-5%
- O=C(O)c1ccc(NS(=O)(=O)c2ccc3c(c2)OCCO3)cc1
 : -5.0%	-6%
- Cc1ccc(-n2nnc3c(=O)n(CC(=O)OCc4ccccc4)cnc32)cc1
 : 0.9%	-3%
- OC(CNCC(c1ccco1)N1CCCCC1)c1ccccc1 (centres undefined)
 : 2.5%	2%
- COC(=O)CN(c1ccc(Cl)cc1C)S(=O)(=O)c1ccc(C)cc1
 : 2.1%	0%
- COCCCNC(=O)c1c(N)n(/N=C/c2cccs2)c2nc3ccccc3nc12
 : -22%	6%
- O=[N+]([O-])c1cccc(S(=O)(=O)Nc2ccc(I)cc2)c1
 : -1.7%	3%

Screening results (PubChem)
